Screens deposited in PubChem by several laboratories.
Neddyl block: inhibitors of cullin neddylation, primary screen, biochemical, TR-FRET, uHTS, NAE and Ubc12 | NEDD8-conjugating enzyme Ubc12 (Homo sapiens) + NEDD8-activating enzyme E1 regulatory … | calls only at 25 µM | 0.58% of 360,000 active; in the data active = inhibition above about 36%
Target sequence (P61081 whole entry, looked up): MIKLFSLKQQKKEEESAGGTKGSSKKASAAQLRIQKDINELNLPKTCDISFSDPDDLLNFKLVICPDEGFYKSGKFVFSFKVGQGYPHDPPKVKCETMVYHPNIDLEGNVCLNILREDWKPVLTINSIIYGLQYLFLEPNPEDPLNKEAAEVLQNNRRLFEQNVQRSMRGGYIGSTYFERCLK
Target sequence (Q13564 whole entry, looked up): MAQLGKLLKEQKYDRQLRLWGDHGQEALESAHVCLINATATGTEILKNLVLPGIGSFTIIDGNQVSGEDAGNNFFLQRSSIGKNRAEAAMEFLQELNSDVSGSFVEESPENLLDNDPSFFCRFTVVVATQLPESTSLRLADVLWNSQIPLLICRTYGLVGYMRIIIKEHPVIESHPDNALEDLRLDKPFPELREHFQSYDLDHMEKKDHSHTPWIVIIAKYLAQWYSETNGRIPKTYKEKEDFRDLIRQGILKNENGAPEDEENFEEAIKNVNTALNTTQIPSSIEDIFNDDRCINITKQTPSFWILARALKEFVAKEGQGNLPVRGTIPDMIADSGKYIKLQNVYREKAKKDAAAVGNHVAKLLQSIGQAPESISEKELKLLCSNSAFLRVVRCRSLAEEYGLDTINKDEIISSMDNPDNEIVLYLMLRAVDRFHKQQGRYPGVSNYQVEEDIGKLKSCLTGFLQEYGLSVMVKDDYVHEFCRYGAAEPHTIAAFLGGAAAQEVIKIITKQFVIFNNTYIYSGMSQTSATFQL
CendR NRP1 mod: modulators of CendR peptide binding to NRP-1, primary screen, biochemical, fluorescence polarization, uHTS. 0.85% of 360,000 active. inhibition, % at 25 µM. FAM-RPARPAR peptide binding to NRP-1;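 active = inhibition or corrected inhibition above about 18%, plus a signal ratio from 0.5 to 1.5, limit read from the data, passing the limit was not always enough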; note: strong numbers were not always called active
SKN-1 inh: suppressors of acrylamide-induced Pgst-4::GFP reporter in worms, primary screen, SKN-1 inhibitor project, whole organism, uHTS, GFP/RFP fluorescence ratio, strain VP596; C. elegans VP596 Pgst-4::GFP/RFP ratio, 24 h; inhibition, % at 21.8 µM; 0.49% of 360,000 active;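 active = interference check ratio from 0.5 to 1.5 plus GFP to RFP signal ratio inhibition reaching or exceeding a fixed threshold, cut at about 30% in these data, passing the limit was not always enough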; note: some compounds called inactive have numbers as strong as hits
MsrA act: bovine MsrA enzyme activators, primary screen, biochemical, absorbance, HTS; Methionine sulfoxide reductase A (Bos taurus); purified bovine MsrA, absorbance read-out; activation, % at 10.6 µM; 0.3% of 360,000 active; in the data active = activation above about 7.5%;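 note: 0% = vehicle and 100% = reference activator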
FAS TE block: FAS thioesterase domain inhibitors, primary screen, biochemical, fluorescence intensity, uHTS; AID 602261, 2012; 0.67% of 360,000 active; recombinant FAS-TE, OMFH fluorogenic substrate, fluorescence endpoint; inhibition, % at 15 µM; Fatty acid synthase (Homo sapiens), P49327;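 active = compounds whose normalised, plate-corrected inhibition of enzyme fluorescence in the single-dose primary screen is 50% or more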;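 note: 0% = DMSO with enzyme and 100% = substrate without enzyme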
PABP1 MLLE inh: inhibitors of PABP1 MLLE–PAM2 peptide binding, primary screen, biochemical, fluorescence polarization, FITC-PAM2, GST-MLLE. Polyadenylate-binding protein 1 (Homo sapiens), P11940. inhibition, % at 20 µM. 0.36% of 360,000 active; in the data active = inhibition above about 35%, passing the limit was not always enough;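 note: plate controls were DMSO wells with GST-MLLE for no effect and wells lacking GST-MLLE protein for full effect; some results filed as inactive read as strong as hits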
Rin1-Abl PPI inh: inhibitors of Rin1-Abl protein binding, primary screen, biochemical, TR-FRET. inhibition, % at 7.35 µM. 0.4% of 360,000 active; in the data active = inhibition above about 5%, passing the limit was not always enough
eLon inh: inhibitors of E. coli Lon protease, primary screen, biochemical, fluorescence polarization; P0A9M0; purified E. coli Lon protease; inhibition, % at 7.94 µM; 0.42% of 360,000 active; AID 602123, 2011; in the data active = inhibition above about 13%, passing the limit was not always enough;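 note: 0% = enzyme with probe and DMSO and 100% = no enzyme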
MT1-MMP act inh: blockers of MT1-MMP proenzyme processing, primary screen, HT1080 RFP-PRO-GFP cells, GFP/RFP fluorescence | 0.061% of 360,000 active | GFP/RFP ratio fluorescence, overnight; percent of plate control window, DMSO zero | GFP/RFP ratio change, % at 20 µM;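 active = GFP/RFP ratio change of at least 30% with cell ATP level not reduced by more than half and red fluorescence within 50% of control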; note: strong numbers were not always called active
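Assay system: HT1080 cells carrying an RFP-PRO-GFP reporter | Dosing: Single dose of 20 µM compound, 1% DMSO final | Incubation: Cells overnight before dosing, compound overnight, 37 °C, 5% CO2 | Evaluation: GFP/RFP fluorescence ratio | Control set: DMSO and RFP-L50D-GFP cell wells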
* hit, by the source's call; i = inactive.

mol | Neddyl block | CendR NRP1 mod | SKN-1 inh | MsrA act | FAS TE block | PABP1 MLLE inh | Rin1-Abl PPI inh | eLon inh | MT1-MMP act inh
Fc1ccc(Nc2nc(NCc3cccs3)nc3ccsc23)cc1 | i | -2 | 15 | -2 | 19 | -2 | -7 | -1 | -12
Cc1ccc(S(=O)(=O)N(C)C)cc1NC(=O)C(C)NC(C)c1cccs1 (configuration not stated) | i | 14 | 4 | -6 | -6 | 3 | 2 | 4 | 5
O=C(O/N=C(\c1ccccc1)c1ccccn1)c1cccc2ccccc12 | i | -9 | 6 | 1 | 7 | 6 | -5 | -16 | 2
COC(=O)c1ccc(Nc2cc(C)nc(-c3ccccc3O)n2)cc1 | i | 12 | 22 | 0 | 2 | 11 | 0 | -2 | 0
Cc1cc(Br)ccc1NC(=O)CN(C)C(=O)C1CCN(c2ncnc3sc(C)c(C)c23)CC1 | i | -4 | 20 | -8 | 23 | -10 | -3 | 1 | 0
Cc1cccc(C(=O)O/N=C2/CC3CCC2(C)C3(C)C)c1 (configuration not stated) | i | -15 | 12 | -2 | 22 | -12 | 1 | 0 | 3
Clc1cc(Br)ccc1NCc1cccnc1 | i | 5 | 7 | -10 | -4 | 8 | -2 | 6 | -2
Cc1cccc(N2C(=O)c3ccc(C(=O)Nc4c[nH]c(=O)[nH]c4=O)cc3C2=O)c1 | i | 0 | 8 | -3 | -3 | 5 | -1 | 6 | 2
Cc1cc(Br)ccc1NC(=S)N1CCOCC1 | i | 10 | 15 | -3 | -6 | -37 | 5 | -9 | 3
Cc1ccccc1C(=O)NC1CC(C)(C)NC(C)(C)C1 | i | 3 | -12 | 1 | -6 | 18 | 1 | 10 | 3
Cc1ccc(N=Cc2cc3c(cc2[N+](=O)[O-])OCO3)cc1[N+](=O)[O-] | i | 1 | 7 | -2 | -2 | -79 | 1 | 1 | 3
CC1(c2ccccc2Cl)NC(=O)N(CC(=O)NCc2ccc3c(c2)OCO3)C1=O (configuration not stated) | i | 7 | -12 | -9 | -5 | -10 | 3 | 2 | 1
CC(=O)/C(C#N)=C1\NC(=O)C(Cc2ccccc2C)S1 (configuration not stated) | i | 5 | -1 | -3 | -3 | -63 | -3 | -12 | -33
CCN(CC)C(=O)CSc1nc2ccc(NC(=O)CSc3nccn3C)cc2s1 | i | -9 | 3 | -4 | -10 | 7 | -1 | -6 | 5
Cn1c(-c2ccc3c(c2)OCO3)cnc1NCc1cccc(O)c1 | i | 10 | 8 | -7 | -1 | 13 | 5 | 1 | 4
CCCn1nnnc1NCc1ccc(F)cc1 | i | 11 | 2 | -5 | -5 | -7 | 3 | -3 | -1

Ordered by value in SKN-1 inh (ascending): four of the compounds above
SMILES	Neddyl block	CendR NRP1 mod	SKN-1 inh	MsrA act	PABP1 MLLE inh	Rin1-Abl PPI inh	eLon inh	MT1-MMP act inh
Cc1ccccc1C(=O)NC1CC(C)(C)NC(C)(C)C1	i	3	-12	1	18	1	10	3
Clc1cc(Br)ccc1NCc1cccnc1	i	5	7	-10	8	-2	6	-2
Cc1cccc(N2C(=O)c3ccc(C(=O)Nc4c[nH]c(=O)[nH]c4=O)cc3C2=O)c1	i	0	8	-3	5	-1	6	2
Cc1cc(Br)ccc1NC(=O)CN(C)C(=O)C1CCN(c2ncnc3sc(C)c(C)c23)CC1	i	-4	20	-8	-10	-3	1	0

(cont.)
mol | Neddyl block | CendR NRP1 mod | SKN-1 inh | MsrA act | FAS TE block | PABP1 MLLE inh | Rin1-Abl PPI inh | eLon inh | MT1-MMP act inh
CN(C(=O)Cc1c(C(=O)O)n(C)c2ccccc12)c1cccc(C(F)(F)F)c1 | i | -12 | 0 | -4 | -10 | -4 | 0 | 1 | 2
N#CC(C#N)=C1C=C2C=C(N3CCOCC3)CCC2CC1 (configuration not stated) | i | 123 | -62 | 2 | -163 | i | -37 | i | -14
CC(=O)c1cccc(NC(=O)NCCS(C)=O)c1 (configuration not stated) | i | 2 | -12 | -3 | -9 | -12 | -2 | -5 | 3
CCOC(=O)CNC(=O)Nc1cccc(Cl)c1C | i | -2 | -37 | 3 | -4 | -2 | 2 | -6 | -3
O=C(Cc1ccccc1)N1CCCC(c2nc(-c3cccs3)no2)C1 (configuration not stated) | i | 8 | -2 | -2 | -7 | -2 | -4 | 3 | 4
O=C(Cn1cccn1)N1CCCC(N2CCN(c3cccc(C(F)(F)F)c3)CC2)C1 (configuration not stated) | i | 3 | -5 | -2 | -8 | 10 | -5 | -3 | -1
O=C1C=C(Nc2cccnc2)c2ccccc2C1=O | i | 23 | 2 | -2 | 18 | 10 | -5 | -13 | 3
CSc1nc2cc(F)c(F)cc2n1C | i | 0 | 18 | -1 | -1 | 5 | -4 | 1 | -1

Ordered by length of the SMILES (highest first): some entries from above
mol | Neddyl block | CendR NRP1 mod | SKN-1 inh | MsrA act | FAS TE block | PABP1 MLLE inh | Rin1-Abl PPI inh | eLon inh | MT1-MMP act inh
O=C(Cc1ccccc1)N1CCCC(c2nc(-c3cccs3)no2)C1 (configuration not stated) | i | 8 | -2 | -2 | -7 | -2 | -4 | 3 | 4
CC(=O)c1cccc(NC(=O)NCCS(C)=O)c1 (configuration not stated) | i | 2 | -12 | -3 | -9 | -12 | -2 | -5 | 3
CSc1nc2cc(F)c(F)cc2n1C | i | 0 | 18 | -1 | -1 | 5 | -4 | 1 | -1

Next structures follow:
mol | Neddyl block | CendR NRP1 mod | SKN-1 inh | MsrA act | FAS TE block | PABP1 MLLE inh | Rin1-Abl PPI inh | eLon inh | MT1-MMP act inh
CC(=O)c1ccc(N2CCN(CC(=O)Nc3ccc4c(c3)OCCO4)CC2)cc1 | i | 1 | -14 | -10 | -3 | -2 | -1 | 10 | 0
Cc1ccc(S(=O)(=O)NC2=NCCCCC2)cc1 | i | -4 | 5 | 13* | -7 | 1 | 3 | -3 | -2
O=C(Nc1ccc([N+](=O)[O-])cc1)c1ccccc1 | i | 5 | 37* | 0 | 12 | 4 | -1 | 3 | 1
CCCCN(C(C)=O)c1ccc2c(c1)C1CC2CCN1Cc1ccccc1 (configuration not stated) | i | 4 | -3 | -1 | -4 | 14 | 1 | 13 | 2
O=C(NCCC1=CCCCC1)c1cc(S(=O)(=O)N2CCCCC2)ccc1Cl | i | 9 | 11 | 0 | 2 | 10 | -2 | -1 | 0
CC(=O)Nc1ccc(-c2ccnc3c2CC(C(=O)NCC2CC2)O3)cc1 (configuration not stated) | i | -3 | 14 | -2 | 2 | 8 | 1 | 3 | -3
CC(C)C[C@@H](CNCC(=O)[C@H](Cc1c[nH]c2ccccc12)NC(=O)c1[nH]cnc1C(=O)N[C@H](CN)CC(C)C)NC(=O)c1nc[nH]c1C(=O)N[C@@H](CC(=O)O)C(=O)O | i | -45 | 2 | -12 | -11 | -7 | -2 | 1 | 0
CCOC(=O)c1ccccc1NC(=O)COC(=O)C1CCN(S(=O)(=O)c2ccccc2C(=O)OC)CC1 | i | 12 | 10 | -2 | 26 | 7 | 3 | -5 | 0
C[C@H](CO)N1C[C@H](C)[C@@H](CN(C)CC2CCCCC2)Oc2c(NC(=O)CCC(F)(F)F)cccc2C1=O | i | -11 | -3 | -13 | 13 | 2 | 1 | 11 | 4
NS(=O)(=O)c1ccc(CCNS(=O)(=O)c2ccc3c(c2)NC(=O)CO3)cc1 | i | 15 | 8 | -2 | -7 | -4 | -1 | -4 | 0
CCN(c1cccc(C)c1)S(=O)(=O)c1ccc(-c2coc(C)n2)cc1 | i | 11 | 6 | -9 | 20 | -9 | 1 | 2 | 1
CC(=O)c1ccc(NC(=O)C(Cc2ccccc2)NC(=O)c2ccco2)cc1 (configuration not stated) | i | 0 | 17 | -6 | -7 | -20 | -1 | -11 | -1
CCC1(C)Cc2ccccc2-c2[nH][nH]c(=O)c21 (configuration not stated) | i | 5 | 1 | -8 | -7 | -5 | -1 | 4 | -3
CC1CCC2(CC1)NC(=O)N(CC(=O)Nc1cccc(S(=O)(=O)N(C)c3ccccc3)c1)C2=O (configuration not stated) | i | 9 | 7 | -1 | 13 | -42 | -3 | 13 | 7
Cc1ccc(S(=O)(=O)N2CC(O)CC2C(=O)O)cc1 (configuration not stated) | i | -4 | -4 | 2 | -5 | 2 | 1 | 1 | 3
Cc1c(N(C(=O)c2ccccn2)C2(C(=O)NC3CCCCC3)CCCCC2)c(=O)n(-c2ccccc2)n1C | i | 6 | -16 | -8 | 11 | -2 | 4 | 13 | -4
CC(=O)c1ccc(Sc2ccccn2)c([N+](=O)[O-])c1 | i | -4 | -11 | -9 | -5 | -7 | -1 | 13 | 4
O=C(Nc1ccc(F)cc1)c1ccc(S(=O)(=O)N2CCCC2)cc1 | i | -2 | -3 | -12 | 2 | -6 | 4 | 6 | -3
Cc1cccc(NC(=S)NNC(=O)CCn2nc(C)c([N+](=O)[O-])c2C)c1 | i | 3 | -15 | -12 | -8 | 8 | -3 | 0 | -4
CCOC(=O)c1cccc(Nc2ncnc3ccccc23)c1 | i | 2 | 15 | -3 | 1 | 10 | -2 | 1 | 0
CCOc1ccccc1-n1c(SCC(=O)N2CCCc3ccccc32)nnc1-c1cccnc1 | i | 4 | -8 | -3 | -7 | 5 | 2 | -3 | -10
CC(=O)NS(=O)(=O)c1ccc(NS(=O)(=O)c2ccc(F)cc2)cc1 | i | 1 | -20 | -11 | -6 | -5 | 5.8* | -10 | -1
Cc1c(Cl)cccc1NC(=O)Cn1c(CCC(=O)O)ccc1-c1ccc(Cl)cc1 | i | -6 | -6 | -3 | 22 | 0 | -3 | -4 | 8
Cc1ccccc1NC(=O)C1Cc2ccccc2CN1C(=O)c1ccco1 (configuration not stated) | i | -8 | 14 | -1 | -2 | -3 | 2 | -6 | 0
Cc1cc(NC(=O)CN2C(=O)NC(CC(C)C)C2=O)ccc1Br (configuration not stated) | i | 0 | -1 | -10 | 7 | 0 | -2 | -1 | 9
Cc1ccc(/C=C/C(=O)NC(=S)N2CCN(C)CC2)cc1 | i | -5 | 2 | -2 | -10 | 4 | -8 | -13 | 3
O=C(CCCN1C(=O)c2cccc3cccc(c23)C1=O)N1CCN(c2ccccc2)CC1 | i | 3 | -22 | -9 | 5 | 12 | -2 | 0 | -3
CCOC(=O)CSc1nc2ccc(NC(=O)CSc3nnnn3Cc3ccccc3)cc2s1 | i | -24 | -19 | 1 | -3 | -6 | -4 | -13 | -3
Cc1ccc(OCC(=O)NNC(=O)CSC(=S)N2CCCC2)cc1 | i | -5 | -4 | -6 | -6 | -75 | 5 | -6 | 2
COc1cc(/C=N/Nc2ccc(C(F)(F)F)cn2)cc(OC)c1O | i | 10 | -11 | -5 | 1 | -126 | 3 | -7 | -6
CC(Oc1ccc2c3c(c(=O)oc2c1)CCC3)C(=O)NCC1CCC(C(=O)O)CC1 (configuration not stated) | i | -7 | -5 | -3 | -1 | 3 | 0 | -4 | -1
Cc1ccc(/C(O)=C2\C(=O)C(=O)N(Cc3cccnc3)C2c2ccccc2[N+](=O)[O-])cc1 (configuration not stated) | i | -1 | 4 | -3 | -11 | -7 | -1 | 9 | 0
CN(C)c1cccc(C(=O)OC(C(=O)Nc2ccc(Cl)cc2C(F)(F)F)c2ccccc2)c1 (configuration not stated) | i | -4 | 2 | -4 | 23 | -3 | -1 | -2 | -5
COc1ccc(S(=O)(=O)N2CCOCC2)cc1C(=O)N1CCCCC1 | i | 1 | 0 | -3 | -5 | 9 | -1 | -9 | -1
Cc1cc(S(=O)(=O)NC2CC(C)(C)NC(C)(C)C2)c(Cl)cc1Cl | i | -4 | 15 | -3 | -3 | -10 | -4 | 5 | 0
